# From PubChem
# HKDC1 inh – HKDC1 hexokinase inhibitors, primary screen, biochemical, fluorescence, uHTS; Q2TB90; recombinant HKDC1, G6PDH/diaphorase resazurin coupled fluorescence; inhibition, % at 20 µM; 340,000 tested, 0.16% active; AID 493160, 2011;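 active means inhibition above about 35% when tested at 20 µM, limit read from the data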;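 further: plate controls were DMSO wells with enzyme for no effect and DMSO wells lacking enzyme for full effect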
#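 Material – in-house recombinant HK5 (HKDC1) enzyme · Quantity – HKDC1 at 5 µg/mL · Buffer or medium – pH 8.0 Tris buffer with 10 mM MgCl2 · Reagent – glucose with 1 mM ATP · Dosing – single 20 µM dose · Times – reaction time 90 min, room temperature, protected from light · Technique – resorufin fluorescence at 613 nm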
# hIAP activ – human IAP activators, primary screen, biochemical, luminescence, uHTS; 330,000 tested, 0.16% active; Intestinal-type alkaline phosphatase (Homo sapiens), P09923; purified human IAP, CDP-Star luminescence, 30 min; stronger effect = higher value; 1 = vehicle-only enzyme, 0 = enzyme-free background; activation factor at 10 µM;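 active means activation factor of the enzyme at least 2-fold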; further: the source names both 10 and 20 µM as test concentration; values of inactives mirror those of a sister screen read the other way
# Target sequence (P09923 whole entry, looked up): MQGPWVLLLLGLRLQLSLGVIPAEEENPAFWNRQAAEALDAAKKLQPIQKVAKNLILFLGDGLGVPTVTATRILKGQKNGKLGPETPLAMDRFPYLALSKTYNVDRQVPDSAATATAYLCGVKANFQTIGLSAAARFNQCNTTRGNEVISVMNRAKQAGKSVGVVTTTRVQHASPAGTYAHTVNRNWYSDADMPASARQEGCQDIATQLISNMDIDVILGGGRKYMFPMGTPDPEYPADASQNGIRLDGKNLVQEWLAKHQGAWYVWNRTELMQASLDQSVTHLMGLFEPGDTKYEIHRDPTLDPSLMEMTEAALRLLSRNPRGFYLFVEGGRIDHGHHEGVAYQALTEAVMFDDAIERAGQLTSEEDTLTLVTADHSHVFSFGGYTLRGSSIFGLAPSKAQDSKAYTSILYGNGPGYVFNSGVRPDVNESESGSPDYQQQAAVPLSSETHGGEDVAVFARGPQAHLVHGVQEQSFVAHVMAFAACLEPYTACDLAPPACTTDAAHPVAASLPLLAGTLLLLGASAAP
# PfGluPho inh – PfG6PD enzyme inhibitors, primary screen, biochemical, fluorescence intensity, uHTS. 350,000 tested, 0.78% active. PfGluPho enzyme, NADPH resazurin-diaphorase fluorescence. inhibition, % at 20 µM;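 active means inhibition reaching at least a set limit at 20 µM in the primary screen, cut at about 59% in these data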;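 further: 0% = DMSO wells with substrate and 100% = DMSO wells lacking glucose-6-phosphate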
# ATG4B inhibitor – ATG4B protease inhibitors, primary screen, biochemical, fluorescence, uHTS; Cysteine protease ATG4B (Homo sapiens), Q9Y4P1; ATG4B cleavage of LC3-PLA2, NBD-HPC fluorescence, 1 h; inhibition, % at 8.33 µM; 340,000 tested, 0.51% active; AID 504462, 2011; in the data active means inhibition above about 40%
# mIAP activ – activators of mouse IAP, primary screen, biochemical, luminescence, uHTS | intestinal alkaline phosphatase [Mus musculus] | activation factor at 10 µM | muIAP, CDP-Star luminescence, 30 min; stronger effect = higher value; 1 = vehicle-only enzyme signal, 0 = enzyme-free wells | 330,000 tested, 0.24% active | AID 2805, 2010;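 active means activation factor of at least 2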; further: the source names both 10 and 20 µM as test concentration; values of inactives mirror those of a sister screen read the other way
#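 Assay system: mouse IAP enzyme / Compound: DMSO-dissolved test compounds / Timing: 30 min, room temperature / Measured by: luminescence from enzymatic CDP-Star hydrolysis / Control set: DMSO-only wells, enzyme-free buffer wells as negative control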
# mIAP inh – inhibitors of mouse IAP, primary screen, biochemical, luminescence, uHTS; intestinal alkaline phosphatase [Mus musculus]; purified mouse IAP, CDP-Star luminescence, 30 min; inhibition, % at 10 µM; 330,000 tested, 0.2% active;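 active means inhibition of at least 40% at 10 µM in the primary screen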;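 further: plate controls were DMSO with enzyme for no effect and no enzyme wells for full effect; values of inactives mirror those of a sister screen read the other way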
# hIAP block – human IAP inhibitors, primary screen, biochemical, luminescence, uHTS | Intestinal-type alkaline phosphatase (Homo sapiens), P09923 | purified IAP, CDP-Star luminescence, 30 min | inhibition, % at 10 µM | 330,000 tested, 0.12% active;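 active means inhibition reaching a set limit with compound at 10 µM in the primary screen, cut at about 35% in these data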;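 further: plate controls were DMSO wells with enzyme for no effect and no-enzyme buffer wells for full effect; values of inactives mirror those of a sister screen read the other way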
# A3A deaminase – APOBEC3A ssDNA deaminase inhibitors, primary screen, selectivity assay for APOBEC3G inhibitor project, biochemical, FAM/TAMRA oligo cleavage fluorescence; DNA dC->dU-editing enzyme APOBEC-3A (Homo sapiens), P31941; recombinant A3A, FAM/TAMRA ssDNA deamination fluorescence; inhibition, % at 20 µM; 330,000 tested, 0.41% active;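 active means at least 40% inhibition at 20 µM here, with at most 30% in a related deaminase screen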;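 further: plate controls were A3A with DMSO for no effect and wells lacking A3A enzyme for full effect; some results filed as inactive read as strong as hits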
# * hit, by the source's call; . = no result given.
SMILES,HKDC1 inh,hIAP activ,PfGluPho inh,ATG4B inhibitor,mIAP activ,mIAP inh,hIAP block,A3A deaminase
C=CCN1C(=O)C2(OCCO2)c2cc(C)ccc21,-3,0.93,-7,4,0.92,8,7,-3
O=C(CN(CC1CCCO1)C(=O)CNS(=O)(=O)c1ccc(Cl)cc1)NCc1ccc(F)cc1 (stereo not given),-3,1.1,7,-9,0.99,1,-6,-1
CS(=O)(=O)Nc1cccc(C(=O)OCCCOc2ccc(F)cc2)c1,0,0.96,8,-3,0.96,4,4,4
CCC(Cc1ccccc1)NS(=O)(=O)c1c(C)nc2sccn2c1=O (stereo not given),-3,1.1,2,-21,1,-4,-6,2
CC(C)c1ccc(CNC(=O)C(=O)Nc2nccs2)cc1,-12,1.1,4,-4,0.98,2,-11,-3
N#Cc1ccccc1S(=O)(=O)N1CCN(C(=O)[C@@H]2CCCN2C(=O)c2cccs2)CC1,-4,1.1,2,-1,1.1,-11,-12,-1
CC(C)CC(NC=C1C(=O)OC(C)(C)OC1=O)C(=O)O (stereo not given),3,1.1,7,-13,0.98,2,-8,-2
COc1ccccc1CCC(=O)N1CCC(n2nccc2NC(=O)CC(C)C)CC1,-3,1,11,0,1,0,-4,-2
CC(Sc1cccc[n+]1[O-])C(=O)Nc1ccc(Oc2ccccc2)cc1 (stereo not given),-10,0.93,3,-6,0.93,7,7,1
CN(C)c1cccc(C(=O)n2cc(C(=O)c3cc(F)ccc3O)cn2)c1,5,1.1,-15,51*,1,-2,-9,0
Cc1cc(N(CC(=O)O)S(C)(=O)=O)ccc1Br,-5,1.1,-24,-1,0.93,7,-6,0
Cc1cccc(/C=C/c2onc(C)c2S(=O)(=O)N2CCC(C(=O)N3CCCCCC3)CC2)c1,-1,0.97,-6,40*,0.91,9,3,-2
Cc1ccc(N(CC(O)Cn2c3ccccc3c3ccccc32)S(C)(=O)=O)c(C)c1 (stereo not given),9,1.1,4,-2,1.1,-8,-5,0
C[n+]1cn(CC(O)COCc2ccccc2)c2ccccc21 (stereo not given),-3,0.97,-6,1,0.98,2,3,56*
CC(C)c1ccc(-c2nc3c([nH]2)c(=O)n(C)c(=O)n3C)cc1,-8,1.1,16,2,1,-1,-14,-2
Cc1nc2c(C)cccc2cc1C(=O)N/N=C/c1cccnc1,4,1.1,4,-2,1.2,-15,-14,-7
COc1ccccc1NC(=O)Nc1cccnc1,-3,1,-11,-5,1.1,-8,0,3
O=c1oc(-c2cccs2)nc2c1cnn2-c1ccccc1,5,0.8,-7,3,0.84,16,20,-2
CC(=O)Nc1cccc(N2C(=O)CC(N3CCC(C(=O)N4CCCCC4)CC3)C2=O)c1 (stereo not given),-2,0.82,-20,-2,1,-4,18,0
O=C(c1ccco1)N1CCN(S(=O)(=O)c2cc(Cl)ccc2Cl)CC1,1,0.89,-14,-4,0.94,6,11,2
CCOC(=O)Cn1c(=O)oc2cc(S(=O)(=O)N3CCCC(C)C3)ccc21 (stereo not given),4,0.98,-15,16,1.2,-17,2,1
Cc1ccc(CN2C(=O)C3CCCN3c3ccc(S(=O)(=O)N4CCOCC4)cc32)cc1 (stereo not given),.,1,.,.,0.93,7,-2,-1
O=C(CN1C(=O)NC2(CCCCCC2)C1=O)NCCc1ccc(F)cc1,-4,1.3,-1,-5,1.1,-11,-31,-7
Cc1ccc(C2=NC(=O)/C(=C/c3cc(O)c(O)c(Br)c3)S2)cc1,27,0.86,27,13,0.47,53*,14,3
CCOc1ccc(NS(=O)(=O)c2ccc(C(=O)NCC3(N4CCCCC4)CCCCC3)cc2)cc1,7,1.1,2,-1,0.95,5,-8,2
CS(=O)(=O)c1ccc2nnn(OCC(=O)Nc3ccc(Br)cc3Br)c2c1,-1,0.89,-6,8,0.89,11,11,2
NC(=O)Cn1cc(/C=N\NS(=O)(=O)c2ccccc2)c2ccccc21,0,0.82,1,3,1.1,-8,18,-6
Cc1ccc(S(=O)(=O)N(Cc2n[nH]c(=S)n2-c2ccccc2)c2cccc(Cl)c2)cc1,-6,1.1,-1,-5,0.95,5,-13,-4
CCOC(=O)C1CCN(C(=O)N2CCOCC2)CC1,-5,2*,-11,-9,1.1,-9,-100,3
O=C(Cn1c(=O)n2ncnc2c2c3c(sc21)CCCC3)c1ccccc1,-2,0.89,5,-14,0.92,8,11,1

# Two of these compounds in another layout:
SMILES | HKDC1 inh | hIAP activ | PfGluPho inh | ATG4B inhibitor | mIAP activ | mIAP inh | hIAP block | A3A deaminase
O=C(Cn1c(=O)n2ncnc2c2c3c(sc21)CCCC3)c1ccccc1 | -2 | 0.89 | 5 | -14 | 0.92 | 8 | 11 | 1
Cc1cccc(/C=C/c2onc(C)c2S(=O)(=O)N2CCC(C(=O)N3CCCCCC3)CC2)c1 | -1 | 0.97 | -6 | 40* | 0.91 | 9 | 3 | -2

# Record cards, from the list above.
# CS(=O)(=O)Nc1cccc(C(=O)OCCCOc2ccc(F)cc2)c1 in the list: HKDC1 inh = 0; hIAP activ = 0.96; PfGluPho inh = 8; ATG4B inhibitor = -3; mIAP activ = 0.96; mIAP inh = 4; hIAP block = 4; A3A deaminase = 4
# Cc1cccc(/C=C/c2onc(C)c2S(=O)(=O)N2CCC(C(=O)N3CCCCCC3)CC2)c1 in the list: HKDC1 inh = -1; hIAP activ = 0.97; PfGluPho inh = -6; ATG4B inhibitor = 40*; mIAP activ = 0.91; mIAP inh = 9; hIAP block = 3; A3A deaminase = -2

# hIAP activ, what is marked active above.
SMILES,HKDC1 inh,hIAP activ,PfGluPho inh,ATG4B inhibitor,mIAP activ,mIAP inh,hIAP block,A3A deaminase
CCOC(=O)C1CCN(C(=O)N2CCOCC2)CC1,-5,2*,-11,-9,1.1,-9,-100,3
